Growth percent in the NCI-60 one-dose screen (48 h, 10 µM unless noted): 100 = growth as untreated, 0 = no growth, -100 = all killed.
MDA-MB-435 – MDA-MB-435 melanoma. 82,000 tested, 7.8% active. AID 1794794
RPMI-8226 – RPMI-8226 leukemia cells; 77,000 tested, 7.5% active; AID 1794781
SR – SR leukemia cells; 73,000 tested, 8.7% active; AID 1794780
MOLT-4 – MOLT-4 leukemia cells; 80,000 tested, 6.9% active
MDA-MB-468 – MDA-MB-468 breast cancer; 78,000 tested, 8.5% active
CCRF-CEM – CCRF-CEM leukemia; 77,000 tested, 7% active
K-562 – K-562 leukemia | 78,000 tested, 7.4% active
MDA-MB-231 – MDA-MB-231 breast cancer | 81,000 tested, 5% active
* = called active by the depositor; · = not tested or not shown; & = joins results of further samples; ! = not active in a repeat. Rule for the calls: active = growth percent below 10; inactive = the rest.

entry | compound | MDA-MB-435 | RPMI-8226 | SR | MOLT-4
1 | O=C(Nc1ccc(Cl)c([N+](=O)[O-])c1)Nc1nc2ccccc2s1 | 89.4 | 7.2* | 112.8 | 79.7
2 | CSc1nc2c(c(=O)n1C)N=C1c3ccccc3C(=O)C1C(c1ccccc1)N2 (configuration not stated) | 7.0* | 94.9 | 27.1 | 84.0
3 | COC(=O)[C@]12CCC(C)(C)C[C@H]1C1=CC[C@@H]3[C@@]4(C)Cc5c(n(CC#CCN6CCNCC6)c6ccccc56)C(C)(C)[C@@H]4CC[C@@]3(C)[C@]1(C)CC2 | 105.0 | 118.0 | 106.3 | 105.5
4 | CCN(CC)CCN1C(=O)c2cccc3cccc(c23)C1=O | 104.8 | 98.3 | 125.2 | 99.1
5 | N#CC1(C#N)C2CCCC(O)(C2(O)O)C1(C#N)C#N (configuration not stated) | 94.7 | 104.9 | 93.9 | 112.7
6 | COC(=O)c1cn2c(ccc3c4ccccc4ccc32)c1C(=O)OC | 98.3 | 105.1 | 82.7 | 94.9
7 | C=CC(C)(C)[C@@]12Nc3c(ccc4c3C=CC(C)(C)O4)[C@]1(O)C[C@H]1C(=O)N3CCC[C@H]3C(=O)N12 | 102.8 | 104.6 | 63.9 | 80.4
8 | O=C1OC(c2c[nH]c3ccccc23)=C(Cl)C1Cl (configuration not stated) | 103.7 | 105.7 | 104.3 | 106.5
9 | CC(C)(C)c1ccc(C(C)(C)C)s1 | 100.1 | 102.0 | 97.4 | 83.4
10 | O=C(O)CCC(=O)Nc1ccc(C(=O)O)c(O)c1 | 102.1 | 102.9 | 78.1 | 100.7
11 | O=c1c2cc3ccccc3cc2[nH]c(=S)n1-c1ccc(S(=O)(=O)Nc2ccc(Cl)nn2)cc1 | 105.1 | 100.4 | 100.3 | 99.6
12 | COc1ccc(N=c2ssc(SC)c2-c2ccccc2)cc1 | 94.2 | 90.0 | 83.3 | 84.9
13 | CN1CC(c2ccc(Br)cc2)C2(SC(=O)N(/N=C/c3ccc(Br)cc3)C2=O)C12C(=O)Nc1ccccc12 (configuration not stated) | 100.1 | 88.9 | 104.5 | 107.3
14 | Cc1c(C(=O)NCCC(=O)NO)sc2ncnc(Nc3ccc(NC(=O)Nc4ccccc4)cc3)c12 | 102.2 | 109.4 | 108.8 | 110.5
15 | COc1cc2c(cc1OCCCN1CCN(C(=S)SCCC(C#N)(c3ccccc3)c3ccccc3)CC1)N=C[C@@H]1CCCN1C2=O | -15.2* | -19.3* | -37.6* | -8.9*

entry | MDA-MB-468 | CCRF-CEM | K-562 | MDA-MB-231
1 | 40.6 | 49.2 | 74.9 | 86.2
2 | 54.8 | 82.6 | 32.9 | 82.8
3 | 95.1 | 109.3 | 96.7 | 100.5
4 | 109.5 | 95.5 | 109.0 | 123.6
5 | 112.7 | 109.8 | 107.9 | 99.2
6 | 97.8 | 100.9 | 96.1 | 118.6
7 | 95.5 | 97.2 | 58.2 | 97.6
8 | 100.0 | 95.7 | 95.8 | 95.4
9 | · | 98.5 | 94.1 | 123.8
10 | 107.2 | 100.7 | 95.0 | 109.0
11 | 112.9 | 99.0 | 97.4 | 105.9
12 | · | 86.8 | 84.8 | 94.1
13 | 91.0 | 52.3 | 102.2 | 83.3
14 | 101.3 | 106.8 | 108.3 | 97.7
15 | · | -35.0* | -5.7* | -31.1*

(further entries)
entry | compound | MDA-MB-435 | RPMI-8226 | SR | MOLT-4
16 | CNc1nnc2n(Cc3ccccc3)c(=O)c3c4c(sc3n12)CCCC4 | 54.3 | 49.5 | 21.9 | 11.8
17 | O=S(=O)(NCCCNc1cc(-c2cn(-c3ccccc3)nc2-c2ccccc2)ccn1)c1cccc2ccccc12 | 61.4 | 31.1 | 29.5 | 37.6
18 | O=C(c1ccc(Cc2n[nH]c(=O)c3cccnc23)cc1)N1CCN(c2ccc(Cl)cc2)CC1 | 93.2 | 101.4 | 121.0 | 94.2
19 | O=c1c2cc(F)ccc2sc2c(N3CCNCC3)nc3ccc(F)cc3c12 | -94.3* | · | -46.3* | -36.5*
20 | C1CCc2c(-c3n[nH]c4c3CCCC4)n[nH]c2C1 | 105.0 | 107.7 | · | 98.9
21 | Cc1cccc(C)c1NC(=O)Cn1cc(CN2C(=O)c3ccccc3S2(=O)=O)nn1 | 102.7 | 109.1 | 98.4 | 95.8
22 | C=C(C)[C@@H]1CC[C@]2(C)[C@H](CC[C@@H]3[C@@H](/C(C)=C\CC=C(C)C)CC[C@]32C)[C@@]1(C)CC/C(N)=N/O | 107.3 | 107.3 | 116.3 | 94.7
23 | CCN(CC)CCOC(=O)C1(C2CCCCC2)CCCCC1 | 99.8 | 90.2 | 104.4 | 96.9
24 | COc1ccc(C(CN(C)C)OC(=O)C(c2ccccc2)c2ccccc2)cc1 (configuration not stated) | 102.6 | · | · | ·
25 | CCN(CC)c1ccnc(CNCCSC(c2ccccc2)(c2ccccc2)c2ccc(OC)cc2)c1 | -63.8* | -55.9* | -49.4* | 12.9
26 | CCOC(=O)C1=C(Cn2cc(CO)nn2)N(C)C(=O)NC1c1ccccc1 (configuration not stated) | 102.3 | 107.6 | 98.6 | 89.4
27 | NCCCCN | 112.5 | 105.3 | 112.2 | 105.4
28 | COc1ccc(OC)c(/C=C2\COc3ccc(O)cc3C2=O)c1 | 29.1 | · | 11.8 | 64.9
29 | Cc1ccc(S(=O)(=O)CS(=O)(=O)c2ccc(C)cc2)cc1 | 111.2&103.6 | 92.3&103.2 | 102.8&108.1 | 102.6&101.7
30 | CCOC(=O)COc1ccc(/C=C2\CC/C(=C\c3ccc(OCC(=O)OCC)c(OC)c3)C2=O)cc1OC | 90.6 | 99.3 | 10.6 | 89.1

entry | MDA-MB-468 | CCRF-CEM | K-562 | MDA-MB-231
16 | 57.2 | · | 44.1 | 65.0
17 | 38.1 | 79.9 | 29.5 | 50.4
18 | 62.5 | · | 85.4 | 90.1
19 | -59.9* | -12.1* | -37.8* | -76.4*
20 | 107.7 | 90.8 | 91.4 | ·
21 | 100.2 | 104.4 | 103.7 | 112.6
22 | 97.4 | 98.7 | 101.9 | 89.3
23 | 93.8 | 86.2 | 102.2 | 88.3
24 | 110.6 | 112.8 | · | 103.9
25 | -64.1* | -3.6* | -23.6* | -45.5*
26 | 107.7 | 106.9 | 90.4 | 109.4
27 | 105.3 | · | 104.6 | 104.6
28 | 82.7 | 5.8* | 9.3* | 98.3
29 | 91.5&101.4 | 94.2&99.6 | 88.2&107.1 | 96.0&95.1
30 | 91.6 | 94.2 | 107.5 | 103.6

A few values from the entries so far.
MDA-MB-231 with O=c1c2cc(F)ccc2sc2c(N3CCNCC3)nc3ccc(F)cc3c12 : -76.4*
MDA-MB-468 with CCN(CC)CCOC(=O)C1(C2CCCCC2)CCCCC1 : 93.8

(next part)
entry | compound | MDA-MB-435 | RPMI-8226 | SR | MOLT-4
31 | CC(=O)Oc1ccc(OC(C)=O)c2ccccc12 | 95.8 | 6.6* | 56.8 | -13.9*
32 | Cc1nc(-c2ccccc2)ccc1-c1nnc(SCC(C)C)o1 | 97.9 | 98.7 | 85.5 | 96.5
33 | O=S(=O)(Nc1ccc(F)c(F)c1)c1ccc(-c2ccc(F)cc2F)cc1 | 96.3 | 69.0 | 86.3 | 90.6
34 | C[C@H]1[C@H](C)CC[C@]2(C(=O)NC3CCCCC3)CC[C@]3(C)C(=CC[C@@H]4[C@@]5(C)Cc6c([nH]c7ccccc67)C(C)(C)[C@@H]5CC[C@]43C)[C@H]12 | 101.3 | 93.9 | · | ·
35 | O=C1c2ccccc2C(=O)c2c(NCCN=Cc3ccccc3O)cccc21 | 71.5 | 78.8 | -33.2* | -16.4*
36 | CCc1ccc(Oc2c(-c3ccc(OCCc4cccc(C(F)(F)F)c4)cc3O)n[nH]c2C(F)(F)F)cc1 | 27.1 | 3.9* | 47.3 | 4.5*
37 | Cc1ccc(S(=O)(=O)NCC[C@@H]2C[C@H]2c2cc3ccccc3s2)cc1 | 104.5 | 83.4 | · | 92.6
38 | O=c1nccc[nH]1 | 109.0 | 95.1 | 103.6 | 101.6
39 | CC(=O)CC(=O)NCC#N | 104.2 | · | 94.3 | 95.0
40 | O=C(N[C@@H](CO)[C@H](O)c1ccc([N+](=O)[O-])cc1)C(Cl)Cl | 101.7 | 89.5 | 87.8 | 92.2
41 | O=C1CCCc2cc3c(cc21)CCCC3 | 109.4 | 93.2 | 107.0 | 100.5
42 | COC(=O)C1CCCN1C(=O)[C@@H]1CCCN1C(=O)[C@H](Cc1c[nH]c2ccccc12)NC(=S)Nc1cc(C(F)(F)F)cc(C(F)(F)F)c1 (some centres not stated) | 45.0 | 36.6 | 0.7* | 27.0
43 | Nc1ccccc1SCc1cc2cc(Cl)ccc2[nH]c1=O | 97.1 | 99.3 | 84.6 | 88.8
44 | Nc1cccc2c1-c1ccccc1C2=O | 106.1 | 94.8 | 93.6 | 87.3
45 | CC(C)(C)CC(=O)Nc1ccccc1 | 108.4 | 117.1 | 107.8 | 111.2

entry | MDA-MB-468 | CCRF-CEM | K-562 | MDA-MB-231
31 | -53.2* | -6.1* | 49.6 | -45.5*
32 | 99.8 | 98.3 | 91.5 | 111.2
33 | 74.7 | 89.5 | 67.9 | 88.0
34 | 100.0 | 91.0 | · | 100.9
35 | 43.8 | 59.0 | 41.6 | 66.3
36 | 22.5 | 11.6 | 7.9* | 50.2
37 | 83.7 | 96.4 | 85.1 | 92.5
38 | 122.9 | 90.8 | 107.8 | 99.4
39 | 109.5 | 105.7 | 107.0 | 113.0
40 | 83.4 | 91.7 | 92.5 | 105.2
41 | 96.2 | 89.4 | 98.6 | 104.6
42 | 44.3 | 24.0 | 38.3 | 14.4
43 | 105.2 | 87.5 | 82.2 | 109.7
44 | 113.5 | 85.6 | 90.8 | 98.6
45 | 91.6 | 114.2 | 107.4 | 113.9

Full records as entered above.
COC(=O)C1CCCN1C(=O)[C@@H]1CCCN1C(=O)[C@H](Cc1c[nH]c2ccccc12)NC(=S)Nc1cc(C(F)(F)F)cc(C(F)(F)F)c1 (some centres not stated) reads MDA-MB-435: 45.0; RPMI-8226: 36.6; SR: 0.7*; MOLT-4: 27.0; MDA-MB-468: 44.3; CCRF-CEM: 24.0; K-562: 38.3; MDA-MB-231: 14.4
O=C1CCCc2cc3c(cc21)CCCC3 reads MDA-MB-435: 109.4; RPMI-8226: 93.2; SR: 107.0; MOLT-4: 100.5; MDA-MB-468: 96.2; CCRF-CEM: 89.4; K-562: 98.6; MDA-MB-231: 104.6
O=C(N[C@@H](CO)[C@H](O)c1ccc([N+](=O)[O-])cc1)C(Cl)Cl reads MDA-MB-435: 101.7; RPMI-8226: 89.5; SR: 87.8; MOLT-4: 92.2; MDA-MB-468: 83.4; CCRF-CEM: 91.7; K-562: 92.5; MDA-MB-231: 105.2

Other entries:
entry | compound | MDA-MB-435 | RPMI-8226 | SR | MOLT-4
46 | CCCCN=C(Nc1ccccc1)OCCCC | 97.4 | 99.5 | 96.4 | 90.8
47 | Cc1nn(-c2ccc(Cl)cc2)c(=O)n1CCN1C(=O)CSC1=O | 92.5 | 62.1 | 70.1 | 60.8
48 | COc1ccc(C(=O)CSc2nccc(Nc3ccc(S(N)(=O)=O)cc3)n2)cc1 | 100.2 | 104.6 | 90.5 | 104.5
49 | COc1ccc(-c2cc(C(=O)N=Nc3c(O)n(Cc4ccccc4)c4ccccc34)no2)cc1 | 106.5 | 102.3 | · | 98.4
50 | C#CCOC(=O)[C@H](C)[C@@H]1CC[C@]2(COC(C)=O)CC[C@]3(C)[C@H](CC[C@@H]4[C@@]5(C)CC[C@H](OC(C)=O)C(C)(C)[C@@H]5CC[C@]43C)[C@@H]12 | 76.3 | 43.5 | 44.9 | 67.3
51 | C=Cc1nnnn1C12CC3CC(CC(C3)C1)C2 | 116.9 | 85.0 | 78.6 | 92.2
52 | CCOC(=O)c1cc2cc(C)ccc2[nH]1 | 95.6 | 100.9 | 101.5 | 107.1
53 | O=c1oc2c(cc1-c1ccc(F)cc1)C(O)Oc1ccccc1-2 (configuration not stated) | 3.5* | 90.8 | 58.1 | 68.3
54 | Cc1cc(O)c(=O)cc2c1C[C@H]1CC(C)(C)/C=C/C[C@]3(C)Oc4cc(=O)c(O)cc(C)c4C[C@H]3C[C@H](O)[C@@]1(C)O2 | 15.7&18.1 | -0.7* | 4.2*! | 2.5*
55 | CCCCCCCCCCCCCCCCCCNC(=S)/N=C\C(C(=O)Nc1ccccc1C)=C(/C)O | 111.2 | 94.6 | 84.2 | 93.9
56 | COc1ccc(Oc2nc(Nc3ccc(N4CCOCC4)cc3)ncc2NC(=O)Nc2cc(OC)cc(OC)c2)cc1 | 6.8* | 54.3 | 50.7 | 36.8

entry | MDA-MB-468 | CCRF-CEM | K-562 | MDA-MB-231
46 | 98.1 | 82.4 | 92.8 | 99.4
47 | 50.8 | 67.2 | 57.6 | 81.2
48 | 109.1 | 114.3 | 108.3 | 95.5
49 | 106.4 | 102.4 | 93.7 | 97.7
50 | 61.0 | 69.2 | 49.2 | 76.2
51 | 120.5 | 75.9 | 101.6 | 112.8
52 | 72.6 | 129.9 | 94.7 | 87.2
53 | · | 112.9 | 66.7 | 77.8
54 | -22.9* | 4.8* | -42.7* | 17.4&13.5
55 | 110.9 | 89.4 | 94.0 | 87.2
56 | 25.3 | 65.0 | 19.9 | 1.8*

Screens: PubChem BioAssay, NCI

The order is random, and some 16% of all compounds hit somewhere here.
